KCNQ1 block = inhibitors of human KCNQ1 potassium channel; 1.3% of 310,000 active; CHO-K1 KCNQ1, FluxOR thallium flux fluorescence; active compounds read high; B-score at 10 µM;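 active = compounds whose thallium flux B-score, printed positive for inhibition, exceeds three library SD while starting fluorescence stays within three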;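 note: channel opened by potassium depolarization with thallium stimulus after 20 min compound exposure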
Target sequence (P51787 whole entry, looked up): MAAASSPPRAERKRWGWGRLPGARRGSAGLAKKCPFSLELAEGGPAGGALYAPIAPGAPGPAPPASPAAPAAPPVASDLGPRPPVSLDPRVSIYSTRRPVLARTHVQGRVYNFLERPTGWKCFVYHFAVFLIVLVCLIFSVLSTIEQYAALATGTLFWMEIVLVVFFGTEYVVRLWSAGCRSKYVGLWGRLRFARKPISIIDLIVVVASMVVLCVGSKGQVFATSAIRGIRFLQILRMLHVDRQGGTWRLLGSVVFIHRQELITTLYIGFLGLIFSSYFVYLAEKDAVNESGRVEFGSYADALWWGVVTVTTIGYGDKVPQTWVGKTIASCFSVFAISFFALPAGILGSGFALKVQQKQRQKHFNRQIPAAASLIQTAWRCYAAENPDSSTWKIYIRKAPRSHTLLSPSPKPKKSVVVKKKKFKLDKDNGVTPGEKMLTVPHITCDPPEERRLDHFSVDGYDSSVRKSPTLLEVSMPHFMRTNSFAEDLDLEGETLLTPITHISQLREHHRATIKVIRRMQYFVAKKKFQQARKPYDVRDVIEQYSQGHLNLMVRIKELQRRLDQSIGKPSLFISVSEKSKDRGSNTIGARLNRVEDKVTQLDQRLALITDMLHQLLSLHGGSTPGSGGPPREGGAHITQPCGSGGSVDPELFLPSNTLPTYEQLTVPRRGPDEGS
DYRK1A inh = inhibitors of rat Dyrk1A kinase; Q63470; ADP-Glo luminescence, NFATc1 peptide; inhibition, % at 12.5 µM; 0.43% of 310,000 active; AID 504441; in the data active = inhibition above about 50%;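 note: plate controls were vehicle with enzyme for no effect and no enzyme for full effect; many of its hits are not listed in these tables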
ANO1 activ = activates or potentiates the mouse TMEM16A chloride channel | HEK293 TMEM16A/YFP-H148Q/I152L, iodide quench fluorescence; active compounds read low | 0.3% of 340,000 active | Q8BHY3 | B-score at 10 µM;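 active = fluorescence-ratio B-score plate-corrected deviation score at least 3 library SD below zero, with starting fluorescence score within 5 deviations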;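 note: channel opened by trigger with iodide after compound preincubation; score built on the fluorescence ratio of max minus min over baseline; more negative score means more quench and so TMEM16A activation or potentiation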
KCNQ1 pot = potentiators or activators of human KCNQ1 potassium channel; CHO-K1 KCNQ1, thallium flux FluxOR fluorescence; active compounds read high; 0.35% of 310,000 active; AID 2648; B-score at 10 µM;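 active = fluorescence ratio B-score, a plate-corrected score, at least three library SD, with initial intensity B-score within 5 SD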
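Test system: CHO-K1 cells stably expressing KCNQ1 / Medium: assay buffer / Also added: depolarizing K+/Tl+ stimulus, K2SO4 and Tl2SO4 each 12.5 mM in 5x stock / Incubation: 90 min dye loading and 20 min compound exposure, both at room temperature / Signal: thallium influx via FluxOR fluorescence, kinetic imaging / Evaluation: B score of baseline-normalized fluorescence ratio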
TRPC4 act = TRPC4 (mouse) channel activation | Q9QUQ5 | HEK293 TRPC4beta/mu-opioid, Fluo4 calcium fluorescence; active compounds read high | B-score at 10 µM | 0.49% of 310,000 active;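 active = B-score above 5 SD of library B-scores, and initial fluorescence ratio not above library mean plus 5 SD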;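 note: positive B-score marks a calcium rise read as TRPC4 activation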
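Material: HEK293 stable line with TRPC4beta plus mu-opioid receptor; technique: Fluo4 calcium-sensitive dye fluorescence, kinetic, 1 Hz baseline; timing: Fluo4 dye loading 45 min at room temperature, 110 s recording; controls: assay buffer as low control, maximal DAMGO as high control; read-out: integrated baseline-normalised fluorescence ratio, converted to per-well B score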
KCNK9 inh = inhibitors of human KCNK9 two-pore domain potassium channel; B-score at 10 µM; 1.2% of 310,000 active; HEK293 KCNK9, FluxOR thallium flux fluorescence; active compounds read low; Q9NPC2; AID 488922;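 active = ratio B-score over 3 SD below the library mean, with starting fluorescence within 5 SD of its mean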;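 note: negative B-score means less thallium flux so channel inhibition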
Target sequence (Q9NPC2 whole entry, looked up, the tested form may be a part): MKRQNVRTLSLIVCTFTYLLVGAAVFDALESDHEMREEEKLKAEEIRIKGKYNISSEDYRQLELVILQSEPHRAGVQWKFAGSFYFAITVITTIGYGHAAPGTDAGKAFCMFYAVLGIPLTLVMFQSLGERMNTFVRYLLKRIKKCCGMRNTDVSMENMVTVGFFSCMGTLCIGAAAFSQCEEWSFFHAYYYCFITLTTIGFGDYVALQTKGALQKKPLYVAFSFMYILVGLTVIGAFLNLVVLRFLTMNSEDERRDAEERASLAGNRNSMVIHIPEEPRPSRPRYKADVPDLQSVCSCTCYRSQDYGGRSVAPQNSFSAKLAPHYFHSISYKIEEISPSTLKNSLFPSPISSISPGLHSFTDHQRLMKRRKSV
KCNK3 block = human KCNK3 channel inhibition, primary screen. O14649. CHO-KCNK3 thallium flux, FluxOR fluorescence; active compounds read low. B-score at 10 µM. 0.84% of 340,000 active;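 active = B-score under library mean minus 4 SD, starting fluorescence ratio at most library mean plus 5 SD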;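 note: more negative B-score means stronger inhibition of thallium flux through KCNK3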
TRPC4 potent = allosterically enhances the mouse TRPC4 cation channel; HEK293 TRPC4beta/mu-opioid, DAMGO EC20, Fluo-4 Ca2+ flux; active compounds read high; 0.42% of 310,000 active; B-score at 10 µM; Q9QUQ5;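 active = B-score of calcium response area above 5 SD of library B-scores, with initial fluorescence ratio within 5 SD of library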;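 note: B-score of integrated fluorescence ratio over time as area under calcium response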
hERG protect = hERG (human) protection from proarrhythmic block | Q12809 | CHO-hERG, FluxOR thallium flux, dofetilide IC70 present | activation (rescue from dofetilide block), less the hit threshold, % at 10 µM | 0.51% of 310,000 active;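 active = activation above the mean of controls blocked by dofetilide plus 5 SD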;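 note: thallium influx through hERG after potassium depolarization seen as dye fluorescence rise; in these data hits start at about 4.7%; inactives centre near -7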
HDAC3 inh = inhibitors of human histone deacetylase 3; O15379; recombinant HDAC3, fluorogenic peptide/trypsin coupled, fluorescence; inhibition, % at 8.3 µM; 0.15% of 320,000 active; AID 2718; in the data active = inhibition above about 26%, passing the limit was not always enough; inconclusive = no clear call, values can overlap the other calls
ANO1 block = mouse TMEM16A channel inhibition, primary screen; normalized B-score (activity score, 25-100; higher = stronger inhibition) at 10 µM; HEK293 TMEM16A/YFP iodide influx fluorescence, ionomycin; Q8BHY3; 1.2% of 310,000 active; AID 588511;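 active = ratio plate-corrected score three or more library SD toward inhibition, starting fluorescence score within five deviations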;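 note: score derived from kinetic fluorescence span divided by baseline fluorescence per well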
* = called active by the depositor; i = inactive; ? = inconclusive; nt = not tested or not shown. This is a subset. The share of hits here may be higher or lower than overall.

| Molecule | TRPC4 act | KCNK3 block | HDAC3 inh | TRPC4 potent | hERG protect | KCNQ1 block | ANO1 activ | ANO1 block | KCNK9 inh | DYRK1A inh | KCNQ1 pot |
| --- | --- | --- | --- | --- | --- | --- | --- | --- | --- | --- | --- |
| O=C(OCC(=O)N1CCc2ccccc21)c1ccc[n+]([O-])c1 | i | i | -9.9 | i | -2.5 | i | i | i | i | -4.9 | i |
| Cc1ccc2oc(-c3cccc(NC(=O)Cn4cnc5c(=O)n(C)c(=O)n(C)c54)c3)nc2c1 | i | nt | -0.2 | i | -6.8 | i | nt | 100* | i | nt | i |
| CCOc1ccccc1NC(C)C(=O)Nc1cc(C(F)(F)F)ccc1N1CCOCC1 (stereo not drawn) | i | i | 4.1 | i | -8.5 | i | i | i | i | 2.6 | i |
| Cc1nnc(N/N=C/c2ccccn2)[nH]c1=O | i | i | 0.4 | i | -12.4 | i | i | i | i | -3.7 | i |
| COc1ccc(N(C(=O)c2ccco2)C(C(=O)NC2CCCCC2)c2cccs2)cc1OC (stereo not drawn) | i | i | -6.4 | i | -8.7 | i | i | i | i | 0.6 | i |
| CCOC(=O)c1c(C)n(C)c2ccc(OC)c(NC(=O)CN3CCSCC3)c12 | i | i | -10.1 | i | -6.1 | i | i | i | i | 0.7 | i |
| COc1ccc(COc2ccc(S(=O)(=O)N3CCCC3)cc2C(N)=O)cc1F | i | i | -3.5 | i | -9.6 | i | i | i | i | 2.2 | i |
| CS(=O)(=O)N(CC(=O)N1CCCCCC1)c1ccc(Br)cc1 | i | i | 2.2 | i | -5.5 | i | i | i | i | -1.0 | i |
| CC(/C=N/NC(=O)CSc1n[nH]c(=O)[nH]c1=O)=C\c1ccccc1 | i | i | 6.8 | i | -11.0 | i | i | i | i | -4.4 | i |
| Cc1ccc(CNC(=O)c2ccc3c(=O)[nH]c4c(C(=O)NCC5CCCO5)sc(=S)n4c3c2)cc1 (stereo not drawn) | i | i | 0.0 | i | -9.0 | 10* | i | i | i | -3.7 | i |
| Cc1cc(C(F)(F)F)nc(-n2cc(-c3ccccc3)nn2)n1 | i | i | 2.5 | i | -11.3 | i | i | i | i | -4.0 | i |
| O=C(Cc1ccccc1)NN1C(=O)C2C3C=CC([C@@H]2C1=O)C31CC1 (stereo partly drawn) | i | i | -0.8 | i | -3.6 | i | i | i | i | 1.0 | i |
| Cc1nn(C)c(C)c1CNC(=O)c1cnn2c1NC(c1ccccc1)CC2C(F)(F)F (stereo not drawn) | i | i | -2.3 | i | -2.2 | i | i | i | i | -1.8 | i |
| COc1cc(/C=C/C(=O)OCC(=O)NCc2cccs2)ccc1OCC#N | i | i | -1.3 | i | -7.0 | i | i | i | i | -4.1 | i |
| CCCCN(CCCC)C(=O)c1sc2nc(N3CCOCC3)c3c(c2c1N)CCCC3 | i | i | 5.9 | i | -5.8 | i | i | i | i | nt | i |
| CC1=NN(c2ccc(C(=O)O)cc2)C(=O)/C1=C\c1ccc(OC(=O)c2cccs2)cc1 | i | i | ? | i | -11.6 | i | i | i | i | -3.3 | i |
| CCCN1CCN(CCCNC(=O)c2ccccc2NC(=O)C2=C(C)OCCS2)CC1 | i | i | 2.7 | i | -6.2 | i | i | i | i | -0.2 | i |
| CCOC(=O)N1CCN(C(=O)c2cnc(Nc3ccccc3OC)c3ccccc23)CC1 | nt | i | 8.7 | nt | nt | nt | i | i | nt | 2.0 | nt |
| CCC(=Nc1ccccc1OC)C1=C(O)CC(c2ccccc2)CC1=O (stereo not drawn) | i | i | 4.0 | i | -4.4 | i | i | i | i | -1.4 | i |
| Cc1cc(NC(=O)CCC(=O)N(CC(=O)NCC2CCCO2)Cc2ccc(F)cc2)no1 (stereo not drawn) | i | i | -1.5 | i | -14.0 | i | i | i | i | -0.7 | i |
| COc1ccc(NC(=O)Nc2cccc3cccnc23)cc1 | i | i | 6.4 | i | -3.5 | i | i | i | i | 27.6 | i |
| CNC(=O)CN(c1cc([N+](=O)[O-])ccc1OC)S(C)(=O)=O | i | i | 7.1 | i | -3.9 | i | i | i | i | -0.8 | i |
| COc1ccc(-c2nc3c(-c4ccc(Cl)cc4)cnn3cc2C)cc1F | i | i | 1.3 | i | -3.8 | i | i | i | i | -5.8 | i |
| Cc1cc(Nc2c(C)n(C)n(-c3ccccc3)c2=O)c2ccccc2n1 | i | i | 2.7 | i | -3.9 | i | i | i | i | 1.3 | i |
| CC(C)(C)NC(=O)C(c1ccncc1)N(Cc1cccs1)C(=O)Cn1nnc(-c2cccs2)n1 (stereo not drawn) | i | i | -3.3 | i | -16.4 | i | i | i | i | 3.7 | i |
| COc1ccc(OC)c(/C=C2\SC(N3CCCC(C)C3)=NC2=O)c1 (stereo not drawn) | i | i | 1.8 | i | -13.2 | 7* | i | 100* | i | 6.8 | i |
| O=C(NNC(=S)Nc1ccccc1)C1CCCCC1 | i | i | -0.3 | i | -8.7 | i | i | i | i | -3.7 | i |
| CCN(CC)CCCCCOc1ccccc1OC | i | i | 2.5 | i | -5.0 | i | i | 25* | i | -6.8 | i |
| COc1ccc(C2C=C(c3ccccc3)Nc3nnnn32)cc1 (stereo not drawn) | i | i | -3.0 | i | -8.3 | i | i | i | i | 0.5 | i |
| COc1ccc(NCCC#N)cc1 | i | i | -8.4 | i | 1.1 | i | i | i | i | -6.5 | i |
| CCCC(=O)OCC(=O)Nc1ccc([N+](=O)[O-])cc1C#N | i | i | 12.1 | i | -6.4 | i | i | i | i | -2.7 | i |
| Cc1cc(C)n(CNc2nc(C(F)(F)F)cs2)n1 | i | i | -4.1 | i | -2.1 | i | i | i | i | 16.1 | i |
| C/C(=N\NC(=O)C1(C)CC1(Br)Br)c1ccc([N+](=O)[O-])cc1 (stereo not drawn) | i | i | -2.1 | i | -4.2 | i | i | i | i | -2.9 | i |
| COc1ccc(C(=O)C2CCCN(Cc3ccc(C#CCCO)cc3)C2)cc1F (stereo not drawn) | i | i | ? | i | -9.7 | i | i | i | i | 5.3 | i |
| O=C(CSc1nccc(=O)[nH]1)Nc1ccc(F)c([N+](=O)[O-])c1 | i | i | -4.7 | i | -2.2 | i | i | i | i | -8.8 | i |
| CC(N)=Nc1ccc([N+](=O)[O-])cc1 | i | i | 3.3 | i | -7.0 | i | i | i | i | 4.2 | i |
| Cc1ccc(NC(=O)Cn2c(=O)n(CCC(=O)NC3CCN(Cc4ccccc4)CC3)c(=O)c3ccccc32)cc1 | i | i | 2.2 | i | -9.8 | i | i | i | i | -7.5 | i |
| O=C(Cc1ccccc1)Nc1cccnc1 | i | i | 4.5 | i | -1.6 | i | i | i | i | -2.7 | i |
| O=C(NC1CCN(S(=O)(=O)c2ccc(Cl)c(F)c2)CC1)c1cccnc1 | i | i | 1.5 | i | -7.5 | i | i | i | i | 1.5 | i |
| NC(=O)C1CCN(C(=O)c2ccc3nc(N4CCCCC4)sc3c2)CC1 | i | i | -6.9 | i | -4.2 | i | i | i | i | 4.3 | i |
| COc1cc(/C=C/C(=O)Nc2cc(S(=O)(=O)N3CCOCC3)ccc2N2CCCC2)cc(OC)c1OC | i | i | 4.9 | i | -14.9 | i | i | i | i | -5.4 | i |
| Cn1cc(-c2nnnn2-c2ccc(Cl)cc2)c(C(F)(F)F)n1 | i | i | 2.3 | i | -12.3 | i | i | i | i | 1.6 | i |
| CCN(CC)CCCNc1nc(-n2nc(C)cc2C)nc2sc3c(c12)CC(C)(C)OC3 | i | i | -6.5 | i | -5.8 | i | i | i | i | 7.4 | i |
| COc1cccc(OC)c1C(=O)O/N=C(\N)c1ccncc1 | i | i | -5.0 | i | -13.8 | i | i | i | i | 6.8 | i |
| C=CCn1c(=NC(=O)c2cc(Cl)sc2Cl)sc2cc(S(N)(=O)=O)ccc21 | i | i | 4.6 | i | -3.6 | i | i | i | i | 2.9 | i |
| CCN(CC)S(=O)(=O)c1ccc(N2CCOCC2)c(NC(=O)CN2C(=O)NC(C)(c3ccccc3)C2=O)c1 (stereo not drawn) | i | i | 4.8 | i | -11.7 | i | i | i | i | 4.5 | i |
| CCOc1ccc(C(=O)OCc2nnc(-c3cccs3)o2)cc1OC | i | i | 0.1 | i | -15.7 | i | i | i | i | -1.5 | i |
| Cc1cc(NC(=O)Nc2cccs2)no1 | i | i | -0.8 | i | -5.7 | i | i | i | i | -2.6 | i |
| CCOC(=O)/C(C#N)=C\c1ccc(OCC(=O)Nc2ccc(C)cc2C)c(OC)c1 | i | i | -15.0 | i | -4.0 | i | i | i | i | 4.4 | i |

3 entries drawn at random from the list so far, as already listed:
| Molecule | TRPC4 act | KCNK3 block | HDAC3 inh | TRPC4 potent | hERG protect | KCNQ1 block | ANO1 activ | ANO1 block | KCNK9 inh | DYRK1A inh | KCNQ1 pot |
| --- | --- | --- | --- | --- | --- | --- | --- | --- | --- | --- | --- |
| Cc1cc(NC(=O)Nc2cccs2)no1 | i | i | -0.8 | i | -5.7 | i | i | i | i | -2.6 | i |
| CCOC(=O)/C(C#N)=C\c1ccc(OCC(=O)Nc2ccc(C)cc2C)c(OC)c1 | i | i | -15.0 | i | -4.0 | i | i | i | i | 4.4 | i |
| CCN(CC)CCCNc1nc(-n2nc(C)cc2C)nc2sc3c(c12)CC(C)(C)OC3 | i | i | -6.5 | i | -5.8 | i | i | i | i | 7.4 | i |

In the list so far, these have a Cl atom:
| Molecule | TRPC4 act | KCNK3 block | HDAC3 inh | TRPC4 potent | hERG protect | KCNQ1 block | ANO1 activ | ANO1 block | KCNK9 inh | DYRK1A inh | KCNQ1 pot |
| --- | --- | --- | --- | --- | --- | --- | --- | --- | --- | --- | --- |
| COc1ccc(-c2nc3c(-c4ccc(Cl)cc4)cnn3cc2C)cc1F | i | i | 1.3 | i | -3.8 | i | i | i | i | -5.8 | i |
| O=C(NC1CCN(S(=O)(=O)c2ccc(Cl)c(F)c2)CC1)c1cccnc1 | i | i | 1.5 | i | -7.5 | i | i | i | i | 1.5 | i |
| Cn1cc(-c2nnnn2-c2ccc(Cl)cc2)c(C(F)(F)F)n1 | i | i | 2.3 | i | -12.3 | i | i | i | i | 1.6 | i |
| C=CCn1c(=NC(=O)c2cc(Cl)sc2Cl)sc2cc(S(N)(=O)=O)ccc21 | i | i | 4.6 | i | -3.6 | i | i | i | i | 2.9 | i |

High-throughput results: PubChem BioAssay, several laboratories
